# Screening results from PubChem.
# PAFAH1B2 FP inh – blocks human PAF acetylhydrolase 1b catalytic subunit 2; recombinant PAFAH1B2, FP-rhodamine activity probe, fluorescence polarization; inhibition, % at 3.39 µM; hit rate 1.2% among 340,000; AID 492953;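 active means inhibition above the mean of all tested compounds plus 3 SD, cut at about 24% in these data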;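 further: 0% = enzyme with DMSO and 100% = wells lacking PAFAH1B2; many of its hits are not listed in these tables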
# PAD4 FP inh – inhibitors of human PAD4; Q9UM07; recombinant PAD4, RCA probe fluorescence polarization; inhibition, % at 6.36 µM; hit rate 0.41% among 330,000;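 active means percent inhibition above a cutoff equal to the mean of all tested compounds plus 3 SD, cut at about 15% in these data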;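 further: 0% = PAD4 with RCA probe and DMSO and 100% = probe without PAD4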
# PAFAH1B3 inh – PAFAH1B3 (human) inhibition. Q15102. recombinant PAFAH1B3, FP-rhodamine probe, fluorescence polarization. inhibition, % at 3.39 µM. hit rate 0.28% among 340,000;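 active means inhibition above the screen-wide average of all tested compounds plus 3 SD, cut at about 25% in these data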;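 further: 0% = enzyme with DMSO only and 100% = wells lacking PAFAH1B3 protein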
# Target sequence (Q15102 whole entry, looked up): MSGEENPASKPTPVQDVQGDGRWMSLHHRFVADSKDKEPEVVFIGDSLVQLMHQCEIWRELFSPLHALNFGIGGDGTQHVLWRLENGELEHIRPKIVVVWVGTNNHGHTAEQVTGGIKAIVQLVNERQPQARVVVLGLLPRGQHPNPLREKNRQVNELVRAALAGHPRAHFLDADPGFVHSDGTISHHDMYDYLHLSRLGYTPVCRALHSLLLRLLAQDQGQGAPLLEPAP
# PAFAH2 FP inh – inhibitors of human PAFAH2 | Q99487 | recombinant PAFAH2, FP-rhodamine activity probe, fluorescence polarization | inhibition, % at 3.39 µM | hit rate 0.99% among 340,000;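 active means inhibition above the mean over all tested compounds plus 3 SD, cut at about 30% in these data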;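 further: inhibitors block probe labeling of enzyme so polarization drops; 0% = enzyme with DMSO and 100% = wells lacking PAFAH2 protein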
# pPAFAH inh – pPAFAH (human) enzyme inhibition | Q13093 | recombinant pPAFAH, FP-rhodamine probe fluorescence polarization | inhibition, % at 3.39 µM | hit rate 1.5% among 330,000 | AID 463082;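 active means inhibition above the mean inhibition across the screen plus 3 SD, cut at about 25% in these data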;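 further: inhibitors block binding of the rhodamine activity-based probe so polarization drops; 0% = enzyme with DMSO and 100% = wells lacking pPAFAH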
# GSTO1 inh – blocks human GSTO1 in RBBP9 counter-screen; recombinant GSTO1, activity-based probe fluorescence polarization; hit rate 1.1% among 300,000; inhibition, % at 5.96 µM;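 active means inhibition above the campaign mean inhibition plus 3 SD, cut at about 35% in these data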;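 further: 0% = GSTO1-1 with DMSO and 100% = wells lacking GSTO1-1 enzyme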
# LYPLA2 counter – counter-screen for PME1 inhibitors: inhibitors of human LYPLA2; O95372; recombinant LYPLA2, FP-Rh probe fluorescence polarization; inhibition, % at 5.9 µM; hit rate 0.38% among 320,000; AID 2177;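 active means inhibition above the screen-wide mean plus 3 SD, limit set per campaign, cut at about 26% in these data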;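 further: 0% = LYPLA2 with DMSO and 100% = wells lacking LYPLA2 enzyme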
# Target sequence (O95372 whole entry, looked up): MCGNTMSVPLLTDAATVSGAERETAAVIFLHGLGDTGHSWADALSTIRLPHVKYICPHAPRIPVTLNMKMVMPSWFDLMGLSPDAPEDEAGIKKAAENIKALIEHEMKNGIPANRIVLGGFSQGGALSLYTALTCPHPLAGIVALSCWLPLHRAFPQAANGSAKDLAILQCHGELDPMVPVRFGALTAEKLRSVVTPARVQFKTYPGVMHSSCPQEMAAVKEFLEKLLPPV
# LYPLA1 inh – counter-screen for PME1 inhibitors: inhibitors of human LYPLA1; O75608; recombinant LYPLA1, FP-Rh probe fluorescence polarization; inhibition, % at 5.9 µM; hit rate 0.16% among 320,000;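 active means inhibition above the mean of all tested compounds plus 3 SD, set per campaign, cut at about 14% in these data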;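 further: inhibitors block serine hydrolase probe labeling of LYPLA1 so polarization falls; 0% = enzyme with DMSO and 100% = wells lacking LYPLA1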
# Target sequence (O75608 whole entry, looked up): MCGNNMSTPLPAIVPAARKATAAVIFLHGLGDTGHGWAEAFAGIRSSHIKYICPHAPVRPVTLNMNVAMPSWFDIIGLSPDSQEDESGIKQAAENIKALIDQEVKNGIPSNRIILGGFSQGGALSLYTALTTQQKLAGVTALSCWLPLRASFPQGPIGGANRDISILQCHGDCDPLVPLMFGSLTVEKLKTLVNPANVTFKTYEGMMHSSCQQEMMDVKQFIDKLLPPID
# PME-1 inh – PME-1 (human) inhibition; inhibition, % at 5.9 µM; AID 2130; hit rate 0.53% among 320,000; Q9Y570; recombinant PME-1, FP-Rh probe fluorescence polarization;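 active means inhibition above the campaign mean of all compounds plus 3 SD, cut at about 26% in these data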;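 further: competitive labeling of PME-1 active site by serine hydrolase directed probe; 0% = PME-1 with DMSO and 100% = wells lacking PME-1 enzyme; inhibitors block probe labeling so polarization falls and inhibition rises; many of its hits are not listed in these tables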
# Active calls of the source: *; nt = not tested or not shown. Some of the compounds tested; rates above refer to the full screens.
# Fields – PAFAH1B2 FP inh	PAD4 FP inh	PAFAH1B3 inh	PAFAH2 FP inh	pPAFAH inh	GSTO1 inh	LYPLA2 counter	LYPLA1 inh	PME-1 inh
1: COC(=O)c1sccc1NC(=O)c1ccoc1C
 : 2.9	3.6	4.1	2.5	4.7	1.1	-2.5	-4.5	3.3
2: CC(C)(C)c1nnc(N/N=C/c2cc(Br)ccc2O)n(N)c1=O
 : 3.3	-0.4	2.6	-4.9	7.8	-31.4	5.6	-1.8	14.3
3: O=C(CC12CC3CC(CC(C3)C1)C2)NCc1ccco1
 : 4.6	0.8	-4.0	0.0	-3.9	0.6	8.2	4.4	2.6
4: COc1ccc(CCN2CC(C(=O)Nc3cc(F)ccc3F)CC2=O)cc1OC (stereo not given)
 : -0.5	3.8	3.2	4.7	1.8	-7.1	-0.8	2.8	-7.2
5: CC1CCN(C(=S)c2ccc(O)cc2)CC1
 : 5.9	0.8	4.5	7.1	1.8	7.4	3.1	1.9	4.8
6: COc1ccc(OC)c(Cc2nnc(CCC(=O)NCc3ccc(C)s3)o2)c1
 : 3.0	0.8	-0.7	2.0	5.3	-3.0	15.8	2.6	2.2
7: COc1ccc(OC)c(NC(=O)CN(C)CC(=O)Nc2ccccc2Cl)c1
 : 6.3	3.1	6.8	5.0	3.8	2.6	0.5	4.1	10.5
8: CC1(C)CC2(CCCN3C(=O)CSC32)CCS1 (stereo not given)
 : 4.0	-3.3	-0.9	2.1	-2.7	7.9	0.6	-0.2	-0.8
9: CCSc1nnc(NC(=O)CSc2nnc(CNC(=O)c3ccc(OC)c(OC)c3)o2)s1
 : 6.3	-5.1	-1.4	-1.6	8.4	4.4	1.8	1.4	-7.5
10: CCCOc1ccc(/C=C/C(=O)N2CCOCC2)cc1
 : 5.5	1.1	5.4	-1.7	0.9	4.4	-0.9	4.7	2.7
11: CCc1ccc(Nc2cc(C)nc3ncnn23)cc1
 : 0.6	-1.0	3.3	6.2	1.1	-4.2	2.4	-0.1	-2.1
12: Cc1ccccc1NC(=O)C(=O)NC(C)CCc1ccccc1 (stereo not given)
 : 6.8	-3.8	1.5	2.7	1.7	-2.9	2.5	1.2	5.0
13: N#CCC(=O)NNC(=S)NC(=O)C(c1ccccc1)c1ccccc1
 : 29.0*	2.2	8.0	-3.9	10.2	27.4	7.3	-0.7	7.2
14: COc1ccc(C2C(C(=O)c3ccco3)=C(O)C(=O)N2CCOCCO)cc1OC (stereo not given)
 : 4.2	-10.2	10.2	-2.9	-12.0	-1.9	-2.1	1.9	0.3
15: NC(=O)CN1CCN(C2CC(=O)N(CCc3ccccc3)C2=O)CC1 (stereo not given)
 : 1.4	0.7	12.4	-1.6	2.4	4.3	-1.2	-1.9	2.0
16: O=C(c1ccncc1)N1N=C(c2ccc(Br)cc2)CC1c1ccccc1O (stereo not given)
 : 10.2	-1.2	4.9	2.2	5.7	-4.2	-8.9	-10.9	-2.5
17: Cc1ccc(S(=O)(=O)N2CCN(CC(=O)Nc3ccc(N4CCOCC4)cc3)CC2)cc1C
 : -2.1	1.4	14.1	-0.2	5.1	2.7	2.6	5.7	-3.2
18: Cc1ccc(S(=O)(=O)Nc2cc3c4c(c2)CCC(=O)N4CCC3)cc1
 : 4.7	-2.2	-7.3	3.7	6.3	12.8	4.2	-2.6	2.5
19: Cc1ccc(C(=O)NC(=S)Nc2ccc3[nH]c(=O)[nH]c3c2)cc1
 : 5.2	-2.1	-6.6	-7.0	2.2	-5.4	-3.0	2.1	-6.7
20: CCCn1c2c(c(O)c(C(=O)Nc3nc4ccccc4s3)c1=O)CCCC2
 : 2.7	-3.8	12.2	7.7	-5.0	-0.8	5.3	2.2	0.0
21: O=C(COC(=O)/C=C/c1ccco1)NCc1ccccc1Cl
 : 7.3	-2.1	7.5	75.4*	0.4	-0.3	-1.1	-0.7	-1.3
22: COc1ccc(C(=O)NCC(=O)N2CCCC(C(F)(F)F)C2)cc1OC (stereo not given)
 : -0.9	-0.8	1.4	7.9	-3.0	7.7	-2.2	0.7	0.3
23: CC1CN(C(=O)CN2C(=O)NC3(CCCC3)C2=O)C(=Nc2cccc(S(=O)(=O)N(C)C)c2)S1 (stereo not given)
 : 4.5	-1.7	3.6	6.0	3.5	2.7	-1.4	0.4	9.6
24: COc1ccc(Br)cc1/C=N/n1nnnc1N
 : 1.4	-5.9	7.7	-0.2	2.4	-3.4	15.5	0.5	-11.3
25: CCOC(=O)c1c(-c2ccccc2)nc2c(C)cccn12
 : 1.1	-1.1	1.7	1.4	0.5	0.9	-0.5	2.3	9.5
26: CC(C)N1C(=S)N(Cc2ccco2)C(=O)C1CC(=O)Nc1ccccc1 (stereo not given)
 : -0.7	2.4	8.7	0.5	-2.6	-0.2	5.1	-1.2	1.4
27: Cc1ccc(-n2nnnc2SCC(=O)N2CCN(C(=O)c3ccco3)CC2)c(C)c1
 : 2.0	-0.2	7.6	2.1	5.7	-7.6	3.5	1.0	3.5
28: CC1CN(S(=O)(=O)N(C)C)CCN1S(=O)(=O)N(C)C (stereo not given)
 : 0.2	3.9	9.2	6.8	0.6	0.9	4.8	3.9	-0.3
29: O=C(c1cc2ccccc2oc1=O)N(Cc1cccc(Br)c1)C1CCS(=O)(=O)C1 (stereo not given)
 : 2.2	3.2	-0.8	2.7	-1.9	-5.2	1.8	0.1	2.2
30: O=c1cc(CO)[nH]cc1OCc1ccccc1
 : -4.0	-3.7	1.5	-5.8	4.4	-3.2	-3.6	0.3	2.0
31: CC(C)(C)NS(=O)(=O)c1ccc(OCC(=O)Nc2ccc3c(c2)OCCO3)cc1
 : 1.1	-1.4	-3.9	2.4	-0.1	-1.5	1.2	1.2	1.1
32: Cc1ccc(NS(=O)(=O)c2c(C)nc3sccn3c2=O)cc1C
 : 4.5	-1.3	1.1	2.2	5.8	4.1	0.7	1.8	0.9
33: CCCCNC(=S)N1CCN(CC)CC1
 : 3.3	-1.6	0.1	-4.8	-1.3	-1.1	3.2	-4.3	-5.8
34: CCCc1cc2c(cc1NC(=O)c1ccc(Br)cc1)OCO2
 : 1.7	0.3	-2.9	-2.0	-0.7	2.6	-1.1	4.7	2.6
35: O=C1CCCN1CN(C(=O)c1ccc2c(c1)OCO2)c1cccc(Cl)c1
 : 2.0	2.3	3.5	10.0	8.3	-0.2	-2.5	-0.9	-13.3
36: CCOC(=O)CN1C(=O)C(O)(C2CCc3ccccc3C2=O)c2ccccc21 (stereo not given)
 : 9.1	-2.0	6.2	4.9	2.2	3.3	17.2	5.3	-3.1
37: COc1cc(C2CC(=O)OC3=C2C(=O)CC(C)(C)C3)cc(OC)c1OC (stereo not given)
 : -3.3	0.8	-6.7	0.0	7.2	9.0	6.4	5.6	2.5
38: Cc1cccc(OCc2nnc(N)s2)c1
 : -0.3	-1.1	5.7	0.1	3.1	0.9	5.9	-2.2	-1.1
39: FC(F)(F)c1ccc(Cl)c(NC(=S)N/N=C/c2ccccc2Cl)c1
 : nt	2.2	nt	nt	-2.1	0.0	-3.9	-2.6	-5.2
40: Cc1c(CC(=O)O)c(=O)oc2c(C)c(OCc3ccccc3Br)ccc12
 : 8.4	1.3	0.7	10.6	10.4	-2.0	-3.2	1.9	1.1
41: Cn1cccc1Cc1nnc(SCC(=O)NCC2CCCO2)n1CCc1ccccc1 (stereo not given)
 : 3.8	-1.0	7.2	-4.8	-1.9	-3.0	0.2	0.7	-2.4
42: CCC(C)(C)C1CCc2c(sc(NC(=O)c3ccccc3C(=O)O)c2C#N)C1 (stereo not given)
 : 66.6*	-6.7	11.0	15.0	32.1*	-33.9	4.0	2.3	27.0*
43: CC(C)(C)c1ccc(N2C(=O)CC(C/C=C/c3ccccc3)C2=O)cc1 (stereo not given)
 : 1.4	1.1	5.8	4.0	1.7	1.0	-2.8	-0.7	1.1
44: Clc1cccc(-c2ccc3ncnc(NCc4cccnc4)c3c2)c1
 : 4.8	-0.7	14.9	0.7	9.3	nt	nt	nt	nt
45: CCc1ccc(NC(=O)C(C)Nc2ccc(S(=O)(=O)NC(C)=O)cc2)cc1 (stereo not given)
 : 1.9	2.5	3.8	3.7	4.2	-0.6	-1.2	-1.9	-10.7
46: CCOC(=O)N1CCN(C(=O)CNC(=O)c2nn(-c3ccc(OC)cc3)c(=O)c3ccccc23)CC1
 : -2.3	-2.4	-1.7	-6.7	-0.4	-3.4	5.2	-6.5	0.3
47: O=C(Nc1nccs1)[C@@H]1CCCN1C(=O)c1cccs1
 : 1.9	-5.2	7.0	-1.9	2.3	1.5	8.0	7.1	2.3
48: C=CCOc1nc(-c2ccncc2)nc2ccccc12
 : 3.9	-3.6	1.9	1.2	3.2	1.3	1.5	-0.6	3.5
49: Nc1ccc(Oc2ccc3c(c2)C(=O)NC3=O)cc1
 : -0.3	-1.7	5.2	4.4	9.3	0.1	18.2	3.5	4.7
